# Screening data: PubChem BioAssay, The Scripps Research Institute Molecular Screening Center
# KLF5 inh: suppresses KLF5 promoter-driven expression; DLD-1 KLF5 promoter-luciferase reporter, luminescence; inhibition, % at 5 µM; AID 1700; 290,000 tested, 0.23% active;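 active means inhibition above a per-plate limit of that plate's mean compound inhibition plus 3 SD, cut at about 60% in these data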;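 further: 0% = DMSO wells and 100% = LY294002 at 200 µM; higher means less KLF5 promoter-driven luciferase light; inactives centre near -14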
# IEC-6 tox: IEC-6 cytotoxicity, counter-screen for KLF5 inhibitors; luminescence viability; inhibition, % at 5 µM; 290,000 tested, 0.78% active; AID 1825; in the data active means inhibition above about 22%;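 further: 0% = plate median of test compound wells and 100% = cytotoxic reference compound wells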
# HSP90 refold inh: blocks HSP90-mediated luciferase refolding in reticulocyte lysate | Rabbit reticulocyte lysate, luciferase refolding luminescence, 3 h | inhibition, % at 5.6 µM | 290,000 tested, 0.91% active;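 active means inhibition above the screen-wide mean plus 3 SD, computed separately per campaign, cut at about 16% in these data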;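 further: 0% = DMSO wells and 100% = 60 µM geldanamycin wells; inhibitors lower the luminescence because luciferase stays unfolded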
# Starred values were filed as active, the others as inactive.
SMILES,KLF5 inh,IEC-6 tox,HSP90 refold inh
Cc1csc(NC(=O)CSc2nnc(Cc3cccn3C)n2CCc2ccccc2)n1,2.5,-6.2,-4.0
COC(=O)c1cc2occc2n1Cc1c(F)cccc1Cl,4.1,3.3,-2.5
O=C(N1CCOCC1)N1CCN(C(=O)N2CCOCC2)CC1,-2.0,-2.9,1.9
O=C(CSc1nnc(Cn2c(=O)sc3ccccc32)n1-c1ccccc1)N1CCCCCC1,-3.8,-1.5,-3.7
Cc1ccc(C)c(NC(=O)CSc2nc(N)c(NC(=O)c3cccs3)c(=O)[nH]2)c1,15.3,-2.3,-5.8
Cc1cccn2c(=O)c3cc(C(=O)NCC4CCCO4)n(C)c3nc12 (stereo not drawn),-9.9,4.8,0.9
O=c1c(Br)c(Br)cnn1-c1ccccc1,-13.3,101.6*,-8.5
COc1ccc(-n2nc(C(=O)NCC(=O)NCc3ccc(F)cc3)c3ccccc3c2=O)c(OC)c1,-18.1,2.5,-2.3
O=C(CN1C(=O)C2CCCN2c2ncc(Cl)cc21)NCc1ccc2c(c1)OCO2 (stereo not drawn),-25.6,-2.4,3.3
CCOP(=O)(C1=C(O)C(=O)C(C(C)(C)C)=CC1=O)c1ccccc1 (stereo not drawn),-19.4,-3.3,2.1

# Compound profiles, as listed above.
# Shown for `O=c1c(Br)c(Br)cnn1-c1ccccc1` = KLF5 inh = -13.3; IEC-6 tox = 101.6*; HSP90 refold inh = -8.5
# Shown for `COc1ccc(-n2nc(C(=O)NCC(=O)NCc3ccc(F)cc3)c3ccccc3c2=O)c(OC)c1` = KLF5 inh = -18.1; IEC-6 tox = 2.5; HSP90 refold inh = -2.3

# Next part:
SMILES,KLF5 inh,IEC-6 tox,HSP90 refold inh
CCn1c(=O)c2cc(C(=O)N3CCN(C(=O)c4ccco4)CC3)sc2c2ccccc21,-17.3,5.1,-4.2
Cn1c(Oc2ccc(Cl)c3cccnc23)nc2c1c(=O)n(Cc1ccccc1Cl)c(=O)n2C,-11.2,-0.4,-1.0
NS(=O)(=O)c1ccc(O)c(N2C(=O)c3cccc4c(C(=O)c5ccccc5)ccc(c34)C2=O)c1,-10.8,-3.1,2.6
O=C1C(=O)N(CCCn2ccnc2)C(c2cccnc2)/C1=C(/O)c1ccccc1 (stereo not drawn),-37.6,0.2,-0.9
Cc1ccnc(NC(=O)COc2ccccc2[N+](=O)[O-])c1,-102.3,2.3,0.8
CCN(CC)c1ccc2cc(-c3nnc(-c4ccc(Br)cc4)o3)c(=O)oc2c1,-46.0,-10.0,-7.3
Cc1cc2nc(-c3ccc(SCC(=O)Nc4nccs4)nc3)[nH]c2cc1C,1.2,-0.1,2.5
Cc1ccc2[nH]c3c(N4CCN(Cc5ccc6c(c5)OCO6)CC4)ncnc3c2c1,-12.0,7.5,-0.9
CCN1/C(=C/c2ccc3cc(C)ccc3[n+]2C)Sc2ccc3sccc3c21,-12.4,15.8,0.8
CC(=O)Nc1cccc(NC(=O)c2sc3ncn(CC(=O)N4CCCCC4)c(=O)c3c2C)c1,-17.3,3.4,2.6
COCC(=O)OCC(=O)Nc1cc([N+](=O)[O-])ccc1Cl,-2.3,1.9,-1.6
COc1ccccc1N/C(=N/c1nc(C)cc(C)n1)NC(C)=O,2.7,4.0,3.9
CCCN1C(=O)c2cc(C(=O)NCc3cccs3)ccc2C1O (stereo not drawn),-65.0,3.5,0.9
CSCCC1Nc2ccc(S(=O)(=O)N3CCOCC3)cc2NC1=O (stereo not drawn),-13.8,-2.2,0.1
COc1ccc(C)cc1NC(=O)C1CCCN1S(=O)(=O)c1ccc2c(c1)CCC(=O)N2 (stereo not drawn),-34.1,2.5,0.5
Cc1cc2cc(C)c3nnc(SCC(=O)N4CCc5ccccc54)n3c2cc1C,-25.9,0.3,1.7
Cc1cc[n+](-c2nc([O-])n(-c3ccccc3)c2C=O)cc1,-3.9,-2.9,-1.0
CN(C)S(=O)(=O)c1ccccc1N=C=S,-29.3,-6.0,-1.1
Cn1c2c(c(=O)n(C)c1=O)C(c1cccc(Br)c1)C1C(=O)c3ccccc3C1=N2 (stereo not drawn),-4.5,-1.2,-0.8
O=C(O)C(O)c1ccco1 (stereo not drawn),-47.8,6.5,1.3
O=C(O)c1ccccc1SC1CC(=O)N(c2cccc3ccccc23)C1=O (stereo not drawn),-2.9,0.4,1.2
O=C(OCN1C(=O)c2ccccc2C1=O)c1ccc2c(=O)n3c(nc2c1)CCC3,-47.6,-0.2,-1.2
Cc1ccc2nc3cc([N+](=O)[O-])cc([N+](=O)[O-])c3cc2c1,-32.3,-2.2,-1.8
CN(C(=O)c1ccccn1)c1nnc(-c2ccncc2)s1,-24.5,-3.3,-0.2
O=C(O)c1cc(-c2ccc(/C=C3/SC(=S)N(Cc4ccccc4)C3=O)o2)ccc1Cl,-8.5,-7.2,-3.8
COc1cccc(-n2c(SCC(=O)N3c4ccccc4CC3C)nnc2-c2ccco2)c1 (stereo not drawn),-35.1,-1.0,1.5
COC(=O)c1nn(-c2ccccc2)c(Sc2ccc(C)cc2)c1/C=N/O,-22.7,3.9,-2.6
Cc1ccc(C)[n+](CC(=O)N2CCCCC2)c1,2.6,-0.9,2.3
C[C@](N)(Cc1ccc(O)c(O)c1)C(=O)O,-8.1,-9.8,7.5
c1ccc(-c2nn3c(C4COc5ccccc5O4)nnc3s2)cc1 (stereo not drawn),-15.5,-8.9,-1.4
O=C(CNc1ccc2c(c1)OCO2)N/N=C\c1cn(Cc2ccc(F)cc2)c2ccccc12,-16.9,-3.7,13.8
CCOC(=O)c1c(C)n(-c2ccc(C)cc2)c2ccc(OCC(O)CN3CCN(C)CC3)cc12 (stereo not drawn),12.2,-8.6,-4.2
O=C(O)CCCCCN1C(=O)C(=O)/C(=C(/O)c2ccccc2)C1c1ccccc1 (stereo not drawn),12.2,1.6,1.6
COc1ccc(CCNS(=O)(=O)c2ccc3c(c2)n(C)c(=O)c(=O)n3C)cc1OC,-23.4,-5.4,-0.2
N/C(=N\OS(=O)(=O)c1ccc2ccccc2c1)c1ccccn1,-38.0,0.4,-10.2
O=C1C(=O)N(CCCn2ccnc2)C(c2cccnc2)/C1=C(/O)c1ccc(Br)cc1 (stereo not drawn),-12.4,2.4,2.3
COc1ccc(NC(=O)COC(=O)c2ccc(S(=O)(=O)N(C)c3ccccc3OC)cc2)c(OC)c1,-29.6,-0.1,-2.4
CCOC(=O)c1c(C)oc2cc3c(C(=O)OCC)c(C)oc3cc12,-21.5,2.2,-4.1
Cc1ccc(S(=O)(=O)Nc2cc(=O)[nH]c(SCC(=O)Nc3ccccc3Cl)n2)cc1,-1.5,-8.2,-1.9
O=C(CN(C1CC1)S(=O)(=O)c1ccc(S(=O)(=O)NC2CCCCC2)cc1)Nc1ccccc1,-19.6,-6.0,-1.0
O=C(CCl)Nc1c[nH]c(=O)[nH]c1=O,-10.8,4.2,2.7
Cc1cc(C)nc(-n2nc(C)cc2NC(=O)c2ccc(Br)o2)n1,-11.6,-0.5,2.2
CCc1nnc(NC(=O)CSc2nnc(CSc3nc(C)cc(C)n3)n2CC)s1,-0.1,5.3,4.5
CCCn1c(=C(C#N)C#N)s/c(=C2\C=Cc3ccccc3N2CC)c1=O,-131.4,2.9,3.4
c1nc(N2CCOCC2)c2sc3nc(N4CCOCC4)c4c(c3c2n1)CCCC4,-7.2,1.8,3.5
Cc1ccc(Cc2c(C)nc3c(C(=O)O)cnn3c2C)cc1,10.9,4.4,1.8
CN1CCN(C2=CC3=CC(=C(C#N)C#N)CCC3CC2)CC1 (stereo not drawn),-5.6,-6.5,-1.0
CCCCCCNC(=O)c1c(N)n(/N=C/c2ccco2)c2nc3ccccc3nc12,-37.8,-5.3,-0.1
COc1cc(NC(=S)NN2CCOCC2)cc(OC)c1,8.0,9.5,4.5
O=C(O)c1cc(=O)c2c(OCC(O)COc3cccc4oc(C(=O)O)cc(=O)c34)cccc2o1,-29.9,-1.1,-1.4

# Some of the entries so far, as tab-separated lines.
SMILES	KLF5 inh	IEC-6 tox	HSP90 refold inh
CCCn1c(=C(C#N)C#N)s/c(=C2\C=Cc3ccccc3N2CC)c1=O	-131.4	2.9	3.4
c1nc(N2CCOCC2)c2sc3nc(N4CCOCC4)c4c(c3c2n1)CCCC4	-7.2	1.8	3.5

# Other results:
SMILES,KLF5 inh,IEC-6 tox,HSP90 refold inh
COc1cc(OC)c(-c2nn3c(-c4ccco4)nnc3s2)cc1OC,-0.3,1.5,0.3
Cc1ccc2cc(C#N)c(SCC(=O)NNC(=O)Cc3ccccc3)nc2c1,10.1,0.0,2.3
CCOC(=O)c1cc2c(=O)n3cccc(C)c3nc2n(Cc2ccco2)c1=NC(=O)c1cccnc1,3.6,-5.0,-1.8
CN(C(=O)c1cccc(C#N)c1)c1nnc(-c2ccncc2)s1,-9.9,3.7,-5.3
Cc1cccc(-c2cc(C(=O)NCCCn3ccnc3)c3ccccc3n2)c1,-12.1,-1.3,0.8
O=C(c1ccco1)N1CCN(Cc2ccccc2C(F)(F)F)CC1,6.8,14.4,0.8
O=C(O)CN(CCO)CCN(CC(=O)O)CC(=O)O,0.0,-2.9,2.1
COc1cccc(/C=N\Nc2nncc(-c3ccccc3)n2)c1,-41.8,4.3,-1.9
Cc1cc(C)cc(NC(=O)N2CCCC2C(=O)Nc2ccc(-n3cnnn3)cc2)c1 (stereo not drawn),-10.3,-4.4,2.1
COc1ccc(NC(=O)CSc2nnc(Cn3c(=O)sc4ccccc43)n2C)cc1OC,-3.3,-3.0,-4.6
Cc1n[nH]c(C)c1CCc1nc2c3ccccc3nc(SCC(N)=O)n2n1,-22.2,7.2,-2.4
CCOC(=O)c1cc2c(=O)n3cccc(C)c3nc2n(Cc2cccnc2)c1=N,-30.7,1.6,1.7
N#C/C(=C\c1cccc([N+](=O)[O-])c1)C(=O)NCc1ccc(Cl)cc1,-27.7,-7.6,-0.1
O=C(/C=C/c1ccc([N+](=O)[O-])cc1)Nc1ncc([N+](=O)[O-])s1,-115.4,9.0,0.4
CN1CCN(S(=O)(=O)c2ccc(NC(=S)NC(=O)c3ccc(Cl)cc3)cc2)CC1,-37.9,3.2,-0.6
Cc1nc2nc(-c3ccc(Cl)cc3)[nH]n2c(=O)c1C,-15.9,-0.2,1.6
O=C(N/N=C/c1ccc([N+](=O)[O-])o1)c1cc2c(ccc3ccccc32)o1,-11.9,1.8,0.1
CCCn1c(SCC(=O)c2cc(OC)ccc2OC)nc2c1c(=O)n(C)c(=O)n2C,0.9,0.5,5.3
S=c1nc(-c2ccccc2)n(Cc2ccco2)c2c1CCCC2,18.7,2.0,0.1
COc1ccc(-c2ccn(-c3cccc(F)n3)n2)cc1,-100.2,0.7,21.8*

# Records listed above printed as active in HSP90 refold inh:
mol,KLF5 inh,HSP90 refold inh
COc1ccc(-c2ccn(-c3cccc(F)n3)n2)cc1,-100.2,21.8*

# The listing continues.
SMILES,KLF5 inh,IEC-6 tox,HSP90 refold inh
O=C(Cn1c(CSc2ccccc2)nc2ccccc21)Nc1ccccc1,-4.7,-8.2,2.4
O=C1NN(c2ccc(Cl)cc2)C(=O)/C1=C\c1ccc(-c2cccc(C(=O)O)c2)o1,-9.4,-9.5,0.3
COC(=O)c1ccc(CSc2nc(-c3ccc(OC)cc3)nc3c2c(=O)n(C)c(=O)n3C)o1,-15.8,-5.6,0.0
CN(C)c1ccc(CNC23CC4CC(CC(C4)C2)C3)cc1,10.9,-1.0,-0.7
Nc1nc(SCC(=O)NC2CCCC2)[nH]c(=O)c1-c1ccccc1,-61.6,-4.1,-1.5
CC(=O)c1ccc(NC(=O)CN2C(=O)/C(=C/C(C)=C/c3ccccc3)SC2=S)cc1,-11.3,-1.8,1.5
O=C(Nc1nnc(C2CC2)s1)c1cc2c(s1)CCCCCC2,-23.7,-6.9,-2.3
CCN(CC)CCNC(=O)c1ccc(NC(=O)c2ccc(Cl)c(S(=O)(=O)Nc3ccccc3OC)c2)cc1,-39.7,-7.8,0.9
Cc1cc(-c2ccccc2)nc(N2CCC(C(=O)NCC3CCCCC3)CC2)n1,-22.4,-1.5,-1.1
Cc1coc(=N)n1CC(=O)c1ccc(Cl)cc1,-20.8,4.4,6.0
CCOC(=O)c1oc2nc(C(C)C)c3c(c2c1N)CC(C)(C)OC3,13.6,-3.8,1.3
COc1ccc(OC)c(NC(=O)CSc2nnc(Cn3c(=O)sc4ccccc43)n2C)c1,0.2,-1.5,-1.9
CN(C)c1ccc(/C=C2/C(=O)N(c3ccc([N+](=O)[O-])cc3)N=C2N2CCOCC2)cc1,-27.9,1.0,11.3
CCOC(=O)c1c(C)oc2c1c(C=NCc1ccccn1)c(O)c1ccccc12,-2.9,2.5,5.2
Cn1c(Cn2c(=O)sc3ccccc32)nnc1SCC(=O)Nc1cccc(Cl)c1,5.0,3.2,-5.8
CCCN1CCN(C(=O)c2cc3c(s2)-c2ccccc2S(=O)(=O)C3)CC1,-17.4,-1.4,-4.5
O=S(=O)(Nc1cc(Sc2ncn[nH]2)c(O)c2ccccc12)c1ccccc1,68.0*,85.1*,92.8*
FC(F)(F)c1nc(=S)c2ccccc2[nH]1,0.1,-0.7,2.0
CC(=O)Nc1c(C(=O)N2CCN(c3ncccn3)CC2)cnn1-c1ccccc1Cl,-15.8,-1.1,1.2
CC(C)S(=O)(=O)C1=NSC2=NC(=O)/C(=C\c3ccc(-c4cccc(C(=O)O)c4)o3)C(=N)N21,-24.6,-4.5,26.6*
CN1CCN(C(=O)C(Cc2ccccc2)NS(=O)(=O)c2ccc3c(c2)CCC(=O)N3)CC1 (stereo not drawn),-37.4,4.6,2.3
CCCn1c(N)c(C(=S)NC(=O)C2CC2)c(=O)n(C)c1=O,-0.4,13.7,-1.0
COc1ccc([C@H]2[C@H](C(=O)C(C)(C)C)N3N=Cc4ccccc4C3[C@]23N=C(c2ccccc2)OC3=O)cc1OC (stereo partly drawn),-14.5,-2.7,1.2

# Not all compounds are listed (hit frequency here may not be typical).
